Screening data deposited in PubChem BioAssay by Small Molecule Screening Facility, UW Madison.
PriA SSB inh: K. pneumoniae PriA-SSBct interaction inhibition; AlphaScreen SSBct-PriA binding, biotinylated peptide; inhibition, % at 33 µM; hit rate 0.6% among 430,000; in the data active means inhibition mostly above about 37%, no sharp cut-off; inactive means mostly below about 20%;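 further: plate controls were negative control peptide for no effect and reference peptide for full effect; strong numbers were not always called active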
* marks the source's active call; other numbers are inactive results; & = joins results of further samples. Not all compounds are listed. The share of hits here may be higher or lower than overall.

The first 4 entries as a preview:
Results for CCOC(Cn1c(COc2cccc3ccccc23)nc2ccccc21)OCC ?
PriA SSB inh: -1.0

Results for COC(=O)c1ccc(C(=O)NCC(c2cccc3ccccc23)N(C)C)cc1 (stereo not given) ?
PriA SSB inh: 8.0

What do the screens show for `O=C(Cc1ccc(NS(=O)(=O)Cc2ccccc2)cc1)NCc1cccs1`?
PriA SSB inh: -17.0

How did O=C(Nc1cccc(-c2nc3ccccc3o2)c1)Nc1ccccc1C(F)(F)F do in these assays?
PriA SSB inh: -17.0

All compounds of this part (from the top)
Results for CCOC(Cn1c(COc2cccc3ccccc23)nc2ccccc21)OCC ?
PriA SSB inh: -1.0

Results for COC(=O)c1ccc(C(=O)NCC(c2cccc3ccccc23)N(C)C)cc1 (stereo not given) ?
PriA SSB inh: 8.0

What do the screens show for `O=C(Cc1ccc(NS(=O)(=O)Cc2ccccc2)cc1)NCc1cccs1`?
PriA SSB inh: -17.0

How did O=C(Nc1cccc(-c2nc3ccccc3o2)c1)Nc1ccccc1C(F)(F)F do in these assays?
PriA SSB inh: -17.0

How did COc1cc(C=NN2C(=O)C3C4c5ccccc5C(c5ccccc54)C3C2=O)ccc1O (stereo not given) do in these assays?
PriA SSB inh: 3.0

Results for CSc1nnc(C(C)(C)C)c(=O)n1N=Cc1c(O)ccc2ccccc12 ?
PriA SSB inh: 4.0

Results for CCOC(=O)c1c(C)oc2c1c1c(c3ccccc32)OCN(C2CCCCC2)C1 ?
PriA SSB inh: 10.0

Results for O=C(N[C@H](c1cccnc1)C1CCOCC1)c1cc(C2CC2)on1 ?
PriA SSB inh: -10.0

What do the screens show for `CCOC(=O)N1CCC(NC(=O)c2coc(NC(=O)Cc3c(C)noc3C)n2)CC1`?
PriA SSB inh: -12.0

Results for Cc1ccc(Cl)cc1-n1ncc2c1ncn1c(-c3cccs3)nnc21 ?
PriA SSB inh: -15.0

Results for CCOCCn1c(=NC(=O)C(C)C)sc2cc(OCC)ccc21 ?
PriA SSB inh: 1.0

Results for CC(C)(C)C(=O)NC[C@](C)(O)c1cc2ccccc2s1 ?
PriA SSB inh: -16.0

What do the screens show for `CCOC(=O)C1CCc2sc(NC(=O)c3ccc(-n4cncn4)nn3)nc21` (stereo not given)?
PriA SSB inh: -8.0

Results for Cc1c(C(=O)NCC(c2ccc(F)cc2)N(C)C)cccc1[N+](=O)[O-] (stereo not given) ?
PriA SSB inh: 6.0

Results for O=C(NCCSc1c[nH]c2ccccc12)c1ccc(-c2ccccc2)cc1 ?
PriA SSB inh: 7.0

What do the screens show for `CCOC(=O)N1CCN(C(=O)CCc2nc3sc4c(c3c(=O)[nH]2)CCCCC4)CC1`?
PriA SSB inh: -19.0&-12.0

What do the screens show for `Cn1c(SCC(=O)NN=C/C=C/c2ccco2)nc2ccccc21`?
PriA SSB inh: -1.5

Results for Cc1ccc(Nc2nc(Nc3cccc(F)c3)nc(N3CCOCC3)n2)cc1Cl ?
PriA SSB inh: -4.0

How did O=C(CCn1ccc(=O)[nH]c1=O)Nc1cc(-n2cncn2)ncn1 do in these assays?
PriA SSB inh: -4.0

Results for COc1ccc(-c2csc(NC(=O)c3ccc(Br)s3)n2)cc1 ?
PriA SSB inh: -24.0

What do the screens show for `CCN(CC)c1ccc(C=NNS(=O)(=O)c2ccc(C)c([N+](=O)[O-])c2)cc1`?
PriA SSB inh: 39.3*

Results for CCOC(=O)N1CCN(CCn2c(C)cn3c4c(=O)[nH]c(=O)n(C)c4nc23)CC1 ?
PriA SSB inh: -3.0

Results for Cc1nc(-c2ccc(S(=O)(=O)NCCC(O)c3cccn3C)cc2)co1 (stereo not given) ?
PriA SSB inh: 4.0

What do the screens show for `CC(Cc1ccccc1)=NNC(=O)c1ccccn1`?
PriA SSB inh: -15.7

What do the screens show for `CCOc1ccccc1Oc1cn[nH]c1-c1ccc(OCC=C(C)C)cc1O`?
PriA SSB inh: 0.0

What do the screens show for `Cn1cccc1C(=O)N1CCN(c2cc(C(F)(F)F)ncn2)CC1`?
PriA SSB inh: 2.0

How did CCS(=O)(=O)N1CCC2(CC1)NC(=O)N(Cc1ccc(F)cc1)C2=O do in these assays?
PriA SSB inh: 1.0

How did Cc1cccc(CS(=O)(=O)NCc2sc(-c3ccccc3Cl)nc2C)c1 do in these assays?
PriA SSB inh: -4.0

Results for CN(C)CCNc1nc2ccc(Cl)cc2s1 ?
PriA SSB inh: -14.0

Results for COC(=O)NCC1CCN(c2ccncc2)CC1 ?
PriA SSB inh: -4.0

Results for CC(C)c1cc(C(C)C)c(C(C)C)c([N+](=O)[O-])c1N ?
PriA SSB inh: 35.0*

Results for CCCCOC(=O)c1ccc(N2C=C(C(=O)N3CCOCC3)S(=O)(=O)c3ccccc32)cc1 ?
PriA SSB inh: -4.0

Results for Cc1ccsc1C=NNc1ccc(F)cc1F ?
PriA SSB inh: -2.0

How did COc1ccc(CC(=O)NCC2(Sc3ccccc3)CCOCC2)cc1OC do in these assays?
PriA SSB inh: -21.0

What do the screens show for `CN(C)c1ccc(OC2CCN(C(=O)C3CCC(=O)N3)C2)nn1` (stereo not given)?
PriA SSB inh: -18.0

Results for CC12CC(NC(=S)N1c1ccc(F)cc1F)c1ccccc1O2 (stereo not given) ?
PriA SSB inh: 10.0

What do the screens show for `O=C(NCC(c1ccco1)N1CCc2ccccc21)c1ccc2c(c1)OCO2` (stereo not given)?
PriA SSB inh: -10.0

Results for COc1ccc(CC(=O)Nc2cc(C)nn2C(C)C)cc1C ?
PriA SSB inh: 12.0

How did C=CCn1c(SCC(N)=O)nc2scc(-c3ccc(F)cc3)c2c1=O do in these assays?
PriA SSB inh: 3.0

What do the screens show for `O=C(CSc1nccn(-c2ccc(F)c(F)c2)c1=O)Nc1ccc(F)cc1F`?
PriA SSB inh: -15.0

Results for COc1ccc(CC(=O)N2CCN=C2SCc2cccc(C(F)(F)F)c2)cc1OC ?
PriA SSB inh: -18.0

Results for CO[C@@H](CNC(=O)Nc1ccc(F)cc1)c1cccc(F)c1 ?
PriA SSB inh: -15.0

What do the screens show for `O=C(CC1=NNC(=O)C1)NN=Cc1ccccc1[N+](=O)[O-]`?
PriA SSB inh: -5.8

What do the screens show for `CS(=O)(=O)NCC1CCN(C(=O)c2ccncc2)CC1`?
PriA SSB inh: 46.0

Results for CC1CCc2c(sc3c2C(=O)NC(c2ccccn2)N3)C1 (stereo not given) ?
PriA SSB inh: 66.7*

Results for Cc1nc2sccn2c(=O)c1NC(=O)c1cccs1 ?
PriA SSB inh: -14.0&0.0

How did O=C(Nc1nc(-c2ccccn2)cs1)c1cc(F)cc(F)c1 do in these assays?
PriA SSB inh: 17.4

Results for O=C(C(=NNc1ccccc1)Sc1nnnn1-c1ccccc1)c1ccccc1 ?
PriA SSB inh: 27.7

How did CC(=NNc1nc2ccccc2s1)c1cccs1 do in these assays?
PriA SSB inh: 19.5

Results for Cn1nc(C2CCN(S(=O)(=O)C3CC3)CC2)n(-c2ccccc2)c1=O ?
PriA SSB inh: 4.0

How did O=C(NCC[C@H](O)c1ccsc1)C(=O)Nc1ccc(F)c(Cl)c1 do in these assays?
PriA SSB inh: -11.0

How did COc1ccc(Cl)cc1C(=O)NCC1(Sc2ccccc2)CCOCC1 do in these assays?
PriA SSB inh: -3.0

Results for NC(=NN=Cc1ccnc2ccccc12)SC1CC(=O)N(c2ccc(Br)cc2)C1=O (stereo not given) ?
PriA SSB inh: -8.7

How did O=C(Nc1cccs1)N1CCC(c2nnc(C3CC3)o2)CC1 do in these assays?
PriA SSB inh: -2.0

How did O=C(Cc1csc(Nc2cccc(Cl)c2)n1)N1CCN(c2ncccn2)CC1 do in these assays?
PriA SSB inh: -10.0&2.0

What do the screens show for `COc1ccc(CCC(=O)NCCNC(=O)c2ccc(NC(C)=O)cc2)cc1`?
PriA SSB inh: -3.0

How did CCOC(=O)c1ccc(N2C(=O)c3cccc4c(C(=O)c5ccccc5)ccc(c34)C2=O)cc1 do in these assays?
PriA SSB inh: -2.0&-1.0

How did COCCCNC(=O)NCc1nc(-c2cccn2C)no1 do in these assays?
PriA SSB inh: 9.0

How did CCCN(CCC)S(=O)(=O)c1ccc(C(=O)Nc2nc3cc4c(cc3s2)OCCO4)cc1 do in these assays?
PriA SSB inh: -10.0

How did O=C(COc1ccccc1[N+](=O)[O-])NN=Cc1ccc(O)cc1 do in these assays?
PriA SSB inh: 0.4

How did Cc1nn(C2CCS(=O)(=O)C2)c(C)c1N1CCN(C(=O)C2(c3cccs3)CCCC2)CC1 (stereo not given) do in these assays?
PriA SSB inh: -1.0

Results for O=C1C(Cc2ccccc2)SC(=NN=Cc2ccco2)N1c1ccccc1 (stereo not given) ?
PriA SSB inh: 0.8

Results for Cc1ccc(Cc2nnc(NC3CCCCC3)[nH]c2=O)cc1 ?
PriA SSB inh: -8.0&-3.0

What do the screens show for `CC(C)NC(=O)c1nnn(-c2cccc(Br)c2)c1N`?
PriA SSB inh: -1.0

How did O=C(Nc1cccc(Cl)c1)N1CC2CC(C1)c1cccc(=O)n1C2 (stereo not given) do in these assays?
PriA SSB inh: 4.0

What do the screens show for `Cc1cn2nnc(C(=O)NCc3ccc(F)cc3Cl)c2c(=O)[nH]1`?
PriA SSB inh: 1.0

Results for COc1cc(C=NOCC(=O)Nc2ccc(OC(F)F)cc2)ccc1OCc1ccccc1 ?
PriA SSB inh: -11.8

What do the screens show for `O=C(NCc1n[nH]c(=S)n1-c1ccccc1)c1ccccc1C(F)(F)F`?
PriA SSB inh: 5.0

What do the screens show for `COc1cc(N2CN=c3sc(=Cc4ccccn4)c(=O)n3C2)cc(OC)c1OC`?
PriA SSB inh: -25.5

Results for Oc1ccc(C=NNC(=S)Nc2cccnc2)c(O)c1 ?
PriA SSB inh: 96.9

Results for N#Cc1c(NC(=O)Nc2cccc(Cl)c2)sc2c1CCC2 ?
PriA SSB inh: -5.0&-4.0

What do the screens show for `CC(C)(C)C(=O)Nc1sccc1C(N)=O`?
PriA SSB inh: -10.0

Results for O=C(NCC(O)(c1cccs1)C1CC1)Nc1ccc2c(c1)OCO2 (stereo not given) ?
PriA SSB inh: -15.0

What do the screens show for `COc1ccccc1OCC(=O)N1CCN(CCn2ccnc2-c2ccccc2)CC1`?
PriA SSB inh: -8.0

What do the screens show for `COc1ccc(S(=O)(=O)CCCC(=O)N=c2sc3cc(C)cc(C)c3n2C)cc1`?
PriA SSB inh: 18.0

How did CC(CC(=O)Nc1cc(C)ccn1)=NNC(=O)c1ccc(C(C)(C)C)cc1 do in these assays?
PriA SSB inh: -1.4

Results for COC(=O)c1c(NC(=O)C2CC(=O)NN2C)sc2c1CCCC2 (stereo not given) ?
PriA SSB inh: 9.0

Results for CCCCOc1ccc(C(=O)N2CC(=O)Nc3ccc(Cl)cc3C2c2ccc(F)cc2)cc1 (stereo not given) ?
PriA SSB inh: 17.0

Results for CCOc1ccc(-c2cc(C(=O)N3CCC(Cc4ccccc4)CC3)no2)cc1 ?
PriA SSB inh: -7.0

What do the screens show for `CC(=NNc1ccc([N+](=O)[O-])cc1)c1ccco1`?
PriA SSB inh: 12.4

What do the screens show for `NC(=O)c1ccc(NC(=O)CN2CCN(c3ccc(F)cc3)C2=O)cc1`?
PriA SSB inh: -9.0

Results for Fc1ccc(NN=C2CC(c3ccccc3)Oc3ccccc32)c(F)c1 (stereo not given) ?
PriA SSB inh: -8.0

How did O=C(NCc1c(-c2ccccc2)nc2n1CCS2)c1ccccc1Br do in these assays?
PriA SSB inh: -23.0

What do the screens show for `COc1ccccc1OCC(=O)NCC(c1ccc(C)cc1)N1CCOCC1` (stereo not given)?
PriA SSB inh: 7.0

A draw from above in order of SMILES length, descending.
Results for CCOc1ccc(-c2cc(C(=O)N3CCC(Cc4ccccc4)CC3)no2)cc1 ?
PriA SSB inh: -7.0

Results for COC(=O)c1c(NC(=O)C2CC(=O)NN2C)sc2c1CCCC2 (stereo not given) ?
PriA SSB inh: 9.0

What do the screens show for `CC(=NNc1ccc([N+](=O)[O-])cc1)c1ccco1`?
PriA SSB inh: 12.4

Continuation:
What do the screens show for `O=C(NC(=C(Cl)Cl)[P+](c1ccccc1)(c1ccccc1)c1ccccc1)c1ccccc1`?
PriA SSB inh: 6.0

What do the screens show for `NC(=NN=Cc1ccc2c(c1)OCO2)c1nonc1N`?
PriA SSB inh: 7.4

Results for COc1cc(C(=O)Nc2onc3c2CCC3)cc(OC)c1OC ?
PriA SSB inh: -1.0

What do the screens show for `CC(=O)N1CCN(c2cc3c(cc2F)c(=O)c(C(=O)Nc2nccs2)cn3C2CC2)CC1`?
PriA SSB inh: 0.0

How did CS(=O)(=O)N1CCC(C(=O)NCC2CCN(C(=O)c3cccnc3)CC2)CC1 do in these assays?
PriA SSB inh: -8.0

How did Cn1nc(C(=O)N2CCN(c3ccccc3Cl)CC2)ccc1=O do in these assays?
PriA SSB inh: -10.0

What do the screens show for `COc1ncc(Br)c2ncccc12`?
PriA SSB inh: -7.0

How did Cc1c(C)c(C)c(S(=O)(=O)NCC(c2cccn2C)N2CCCC2)c(C)c1C (stereo not given) do in these assays?
PriA SSB inh: -6.0&31.0

Quoted at random: 3 records from the list
What do the screens show for `CC(=O)N1CCN(c2cc3c(cc2F)c(=O)c(C(=O)Nc2nccs2)cn3C2CC2)CC1`?
PriA SSB inh: 0.0

How did CS(=O)(=O)N1CCC(C(=O)NCC2CCN(C(=O)c3cccnc3)CC2)CC1 do in these assays?
PriA SSB inh: -8.0

How did Cn1nc(C(=O)N2CCN(c3ccccc3Cl)CC2)ccc1=O do in these assays?
PriA SSB inh: -10.0
